SSB-PriA inh: blocks PriA binding to SSB C-terminal tail. AlphaScreen SSBct-PriA binding, biotinylated peptide. inhibition, % at 33 µM. 0.6% of 430,000 active; in the data active = inhibition mostly above about 37%, no sharp cut-off; inactive = mostly below about 20%;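 also: plate controls were negative control peptide for no effect and reference peptide for full effect; strong numbers were not always called active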
VHR inh abs: DUSP3 (human) phosphatase inhibition. P51452. recombinant VHR phosphatase, pNPP absorbance. inhibition, % at 13.3 µM. 0.52% of 290,000 active. AID 1654; in the data active = inhibition above about 50%; also: some compounds called inactive have numbers as strong as hits
Target sequence (P51452 whole entry, looked up): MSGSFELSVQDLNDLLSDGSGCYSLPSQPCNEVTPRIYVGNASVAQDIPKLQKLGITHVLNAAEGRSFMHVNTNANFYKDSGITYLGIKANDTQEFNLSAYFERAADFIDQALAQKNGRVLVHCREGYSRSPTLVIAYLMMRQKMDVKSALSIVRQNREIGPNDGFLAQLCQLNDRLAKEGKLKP
TcdB inh: inhibitors of Clostridioides difficile toxin B glycohydrolase. inhibition, % at 9.99 µM. 0.24% of 350,000 active. TcdB glycohydrolase enzymatic assay, plate reader; in the data active = inhibition above about 10%
Y pestis TopoI: blocks Yersinia pestis topoisomerase I activity. AID 504884. 0.064% of 360,000 active. Y. pestis Topo-I cleavage product accumulation, plate reader. activity, % at 10 µM; in the data active = activity above about 50%, passing the limit was not always enough; inconclusive = no clear call, values can overlap the other calls; also: inactives centre near 2
BH1578 lux ind: induces V. cholerae light production without autoinducers. V. cholerae BH1578 lux reporter, luminescence, 6 h. activation, % at 18.7 µM. 0.16% of 350,000 active; in the data active = activation mostly above about 9.7%, no sharp cut-off; inconclusive = no clear call, values can overlap the other calls; inactive = mostly below about 3.7%; also: not every result past the cut was called active; inactives centre near 0; reference of the scale not given here
Anthrax LF inh2: inhibitors of Bacillus anthracis lethal factor protease | multiplex microsphere protease cleavage assay, LF | inhibition, % at 10 µM | 0.12% of 360,000 active; also: plate controls were buffer without enzyme for full effect and enzyme alone for no effect
Target sequence (P15917 whole entry, looked up): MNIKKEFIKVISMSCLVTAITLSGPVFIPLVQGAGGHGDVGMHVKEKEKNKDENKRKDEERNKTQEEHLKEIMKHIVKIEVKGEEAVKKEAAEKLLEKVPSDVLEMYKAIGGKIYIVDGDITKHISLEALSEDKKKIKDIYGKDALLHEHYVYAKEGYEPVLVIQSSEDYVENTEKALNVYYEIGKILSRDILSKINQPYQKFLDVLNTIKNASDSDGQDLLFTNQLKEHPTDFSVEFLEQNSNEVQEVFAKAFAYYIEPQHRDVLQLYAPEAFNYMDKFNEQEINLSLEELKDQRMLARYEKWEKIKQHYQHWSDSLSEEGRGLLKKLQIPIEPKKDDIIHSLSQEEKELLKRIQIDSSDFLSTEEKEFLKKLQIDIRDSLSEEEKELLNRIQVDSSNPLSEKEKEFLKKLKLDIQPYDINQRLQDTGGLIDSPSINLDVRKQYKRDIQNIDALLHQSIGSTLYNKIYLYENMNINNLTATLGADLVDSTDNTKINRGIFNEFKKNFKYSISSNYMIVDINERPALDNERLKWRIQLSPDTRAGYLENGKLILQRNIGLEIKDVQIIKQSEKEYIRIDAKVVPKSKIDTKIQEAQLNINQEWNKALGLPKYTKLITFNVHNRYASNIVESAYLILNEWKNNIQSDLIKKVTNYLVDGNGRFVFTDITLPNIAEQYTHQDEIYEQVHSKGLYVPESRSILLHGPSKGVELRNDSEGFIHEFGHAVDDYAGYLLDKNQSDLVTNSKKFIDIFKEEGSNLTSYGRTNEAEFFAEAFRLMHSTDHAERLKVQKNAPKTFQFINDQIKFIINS
CCHFV vOTU inh: CCHFV vOTU protease inhibition. Pep-AMC fluorescence. inhibition, % at 11.5 µM. 0.55% of 370,000 active; in the data active = inhibition above about 30%; also: 0% = vehicle wells with enzyme and 100% = no enzyme wells
SARS 3CLpro inh: SARS-CoV 3CLpro protease inhibition; recombinant SARS-CoV 3CLpro, quenched FRET peptide cleavage; P0C6X7; inhibition, % at 6 µM; 0.14% of 290,000 active; AID 1706; in the data active = inhibition above about 12%
PfHsp40 rescue: compounds rescuing yeast from Plasmodium falciparum HSP40 toxicity; S. cerevisiae expressing PfHsp40, growth rescue, ATP luminescence; growth rescue, % at 12.5 µM; 0.68% of 340,000 active; AID 504582; in the data active = growth rescue above about 28%, passing the limit was not always enough; inconclusive = no clear call, values can overlap the other calls;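 also: yeast W303a lacking pdr1 and pdr3 grown in galactose medium; growth measured after three days at 30 °C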
BoNT A protease: BoNT A light chain protease inhibition; multiplex microsphere protease substrate cleavage, flow cytometry; inhibition, % at 10 µM; 0.17% of 360,000 active; AID 588499; also: plate controls were buffer without enzyme for full effect and enzyme alone for no effect
* marks the source's active call; other numbers are inactive results. Rule as the data show it, unless noted: active = inhibition above about 30%; inconclusive = no clear call, values can overlap the other calls; inactive = below that. Only part of the results is shown; count on the stated rates, not on these rows.

`COc1ccc(C(=O)Nc2c(N)nc(SCC(=O)N3CCCCCC3)[nH]c2=O)cc1OC` gave SSB-PriA inh -8, VHR inh abs 1, TcdB inh 1.1, Y pestis TopoI 1, BH1578 lux ind -0.1, Anthrax LF inh2 12, CCHFV vOTU inh 4, SARS 3CLpro inh -2, PfHsp40 rescue -1.9 and BoNT A protease -0.7.
Cc1noc(C)c1COC(=O)CCc1nc2ccccc2s1 was read as SSB-PriA inh -9, VHR inh abs 18, Y pestis TopoI 1, BH1578 lux ind -1.3, Anthrax LF inh2 1, CCHFV vOTU inh -14, SARS 3CLpro inh 2, PfHsp40 rescue -0.6 and BoNT A protease 1.5.
For Cc1nc2sc(C(c3ccco3)N3CCN(c4cccc(Cl)c4)CC3)c(O)n2n1 (stereo unspecified) the results were SSB-PriA inh 15, VHR inh abs -3, TcdB inh 1.6, Y pestis TopoI 6, BH1578 lux ind -1.5, Anthrax LF inh2 -4, CCHFV vOTU inh 3, SARS 3CLpro inh 4, PfHsp40 rescue -0.3 and BoNT A protease -0.3.
For COC(=O)c1cc(NC(=O)CC2SC(=Nc3ccccc3)N(CCc3c[nH]c4ccccc34)C2=O)cc(C(=O)OC)c1 (stereo unspecified) the results were SSB-PriA inh -13, VHR inh abs 29, Y pestis TopoI -9, BH1578 lux ind 3.8, Anthrax LF inh2 1, CCHFV vOTU inh -8, SARS 3CLpro inh 3, PfHsp40 rescue 1.1 and BoNT A protease 1.2.
For COc1ccc2nc(NC(=O)C3CC(=O)N(c4ccc5c(c4)OCCO5)C3)sc2c1 (stereo unspecified) the results were SSB-PriA inh -3, TcdB inh 1.6, Y pestis TopoI 9, BH1578 lux ind -2.0, Anthrax LF inh2 inconclusive, CCHFV vOTU inh 6, PfHsp40 rescue -0.3 and BoNT A protease -0.3.
COc1cc2c(cc1O)[C@@H]1Cc3cc(OC)c(OC)cc3C(C2)N1C was read as SSB-PriA inh -1, VHR inh abs -8, TcdB inh 0.8, Y pestis TopoI 3, BH1578 lux ind 2.2, Anthrax LF inh2 -6, CCHFV vOTU inh -1, PfHsp40 rescue -1.2 and BoNT A protease 0.4.
Screening CN1CCN(c2ccc(NC(=O)c3ccccc3Br)cc2)CC1 returned SSB-PriA inh -9, VHR inh abs 4, Y pestis TopoI -9, BH1578 lux ind inactive, Anthrax LF inh2 -2, CCHFV vOTU inh -3, SARS 3CLpro inh 3, PfHsp40 rescue -0.7 and BoNT A protease -0.1.
CCOc1ccc(S(=O)(=O)N2CCOCC2)cc1NC(=O)CN1C(=O)NC(C)(c2ccc(C)cc2)C1=O (stereo unspecified) was read as SSB-PriA inh 8, TcdB inh 0.7, Y pestis TopoI 21, BH1578 lux ind inactive, Anthrax LF inh2 -4, CCHFV vOTU inh -4, PfHsp40 rescue 0.4 and BoNT A protease -1.2.
CCOC(=O)Cc1cc(=O)n2[nH]c(C)c(-c3ccc(Cl)cc3)c2n1 was read as SSB-PriA inh 9, VHR inh abs 31, TcdB inh -0.2, Y pestis TopoI 4, BH1578 lux ind -0.4, Anthrax LF inh2 1, CCHFV vOTU inh 5, SARS 3CLpro inh -4, PfHsp40 rescue 0.5 and BoNT A protease -0.4.
C[C@@]12C(=O)Nc3cc(F)c(F)cc3C(=O)N1[C@H]1c3ccccc3OC[C@@H]1[C@@H]2c1ccccc1 was read as SSB-PriA inh -6, TcdB inh 0.3, Y pestis TopoI 4, BH1578 lux ind inactive, Anthrax LF inh2 -3, CCHFV vOTU inh 9, PfHsp40 rescue 12 and BoNT A protease 0.1.

A section of the results above:
COc1cc2c(cc1O)[C@@H]1Cc3cc(OC)c(OC)cc3C(C2)N1C was read as SSB-PriA inh -1, VHR inh abs -8, TcdB inh 0.8, Y pestis TopoI 3, BH1578 lux ind 2.2, Anthrax LF inh2 -6, CCHFV vOTU inh -1, PfHsp40 rescue -1.2 and BoNT A protease 0.4.
Screening CN1CCN(c2ccc(NC(=O)c3ccccc3Br)cc2)CC1 returned SSB-PriA inh -9, VHR inh abs 4, Y pestis TopoI -9, BH1578 lux ind inactive, Anthrax LF inh2 -2, CCHFV vOTU inh -3, SARS 3CLpro inh 3, PfHsp40 rescue -0.7 and BoNT A protease -0.1.
CCOc1ccc(S(=O)(=O)N2CCOCC2)cc1NC(=O)CN1C(=O)NC(C)(c2ccc(C)cc2)C1=O (stereo unspecified) was read as SSB-PriA inh 8, TcdB inh 0.7, Y pestis TopoI 21, BH1578 lux ind inactive, Anthrax LF inh2 -4, CCHFV vOTU inh -4, PfHsp40 rescue 0.4 and BoNT A protease -1.2.

Going on with the list:
O=C(/C=C/c1ccco1)NC(=S)Nc1cccc([N+](=O)[O-])c1 was read as SSB-PriA inh 10, VHR inh abs 2, TcdB inh -0.8, Y pestis TopoI -7, BH1578 lux ind -0.3, Anthrax LF inh2 0, CCHFV vOTU inh 17, SARS 3CLpro inh -1, PfHsp40 rescue 0.8 and BoNT A protease 1.2.
For COc1ccc(C(=O)NCc2ccc(Cl)c(Cl)c2)cc1OC the results were SSB-PriA inh -14, VHR inh abs 4, Y pestis TopoI -8, BH1578 lux ind inactive, Anthrax LF inh2 -1, CCHFV vOTU inh 24, SARS 3CLpro inh 1, PfHsp40 rescue -1.2 and BoNT A protease 0.1.
Cc1ccc(C(C)C)c(OCCCNCc2cccnc2)c1 was read as SSB-PriA inh 5, VHR inh abs 17, TcdB inh 1.6, Y pestis TopoI 6, BH1578 lux ind -0.2, Anthrax LF inh2 -2, CCHFV vOTU inh -1, SARS 3CLpro inh -2, PfHsp40 rescue -0.5 and BoNT A protease -0.4.
`COCCNC(=O)/C(C#N)=C/c1c(N2CCN(c3ccccc3)CC2)nc2ccccn2c1=O` gave SSB-PriA inh 0, VHR inh abs 2, TcdB inh 4.9, Y pestis TopoI 23, BH1578 lux ind -15, Anthrax LF inh2 -5, CCHFV vOTU inh -30, SARS 3CLpro inh 0, PfHsp40 rescue 0.8 and BoNT A protease -0.8.
`CCn1c(CNc2cccc(Cl)c2)nnc1SCc1ccccc1` gave SSB-PriA inh -9, VHR inh abs 22, Y pestis TopoI 27, BH1578 lux ind inactive, Anthrax LF inh2 6, CCHFV vOTU inh 0, SARS 3CLpro inh 2, PfHsp40 rescue -0.4 and BoNT A protease 0.4.
Cc1ccc(S(=O)(=O)N2CCCC2C(=O)Oc2ccccc2)cc1 (stereo unspecified) was read as SSB-PriA inh -12, VHR inh abs 18, Y pestis TopoI 17, BH1578 lux ind -0.2, Anthrax LF inh2 -4, CCHFV vOTU inh -6, SARS 3CLpro inh -1, PfHsp40 rescue 1.5 and BoNT A protease 2.0.
Cc1ccc(Cn2c(=O)c3ccccc3n3nc(C)cc23)cc1 was read as SSB-PriA inh 7, VHR inh abs 40, TcdB inh 0.5, Y pestis TopoI -7, BH1578 lux ind 3.1, Anthrax LF inh2 -3, CCHFV vOTU inh -1, SARS 3CLpro inh -2, PfHsp40 rescue 0.5 and BoNT A protease 0.6.
CCOc1cc(NC(=O)c2ccco2)c(OCC)cc1NC(=O)COc1ccccc1 was read as SSB-PriA inh -13, VHR inh abs 30, Y pestis TopoI -7, BH1578 lux ind -0.1, Anthrax LF inh2 -2, CCHFV vOTU inh -2, SARS 3CLpro inh 0, PfHsp40 rescue 1.4 and BoNT A protease 0.0.
Screening COc1ccc(/C=C2/N=C(c3cccs3)OC2=O)cc1OC(C)C returned SSB-PriA inh -8, VHR inh abs 4, Y pestis TopoI 6, BH1578 lux ind inactive, Anthrax LF inh2 5, CCHFV vOTU inh 14, SARS 3CLpro inh 1, PfHsp40 rescue 0.2 and BoNT A protease 3.2.
O=C(O)CCC(=O)c1cccc2ccccc12 was read as SSB-PriA inh 0, VHR inh abs -12, Y pestis TopoI -3, BH1578 lux ind inactive, Anthrax LF inh2 5, CCHFV vOTU inh -7, SARS 3CLpro inh -4, PfHsp40 rescue 0.1 and BoNT A protease -1.1.
Cc1ccc(N(CC(=O)NC2CCC(C)CC2)S(=O)(=O)c2cccnc2)cc1 (stereo unspecified) was read as SSB-PriA inh -7, VHR inh abs 23, TcdB inh -0.1, Y pestis TopoI 18, BH1578 lux ind inactive, Anthrax LF inh2 6, CCHFV vOTU inh 12, SARS 3CLpro inh -2, PfHsp40 rescue 1.1 and BoNT A protease -0.4.
For Cc1cccc(NC(=O)CSCC(=O)Nc2cccc3ncccc23)c1 the results were SSB-PriA inh -5, TcdB inh 1.3, Y pestis TopoI 6, BH1578 lux ind inactive, Anthrax LF inh2 2, CCHFV vOTU inh 2, PfHsp40 rescue -1.4 and BoNT A protease 16.
`Clc1ccc(-c2csc(-c3ccncc3)n2)cc1` gave SSB-PriA inh -3, VHR inh abs 8, TcdB inh -1.2, Y pestis TopoI 4, BH1578 lux ind -2.2, Anthrax LF inh2 -3, CCHFV vOTU inh 12, SARS 3CLpro inh -2, PfHsp40 rescue 3.2 and BoNT A protease 0.5.
`O=C(NCc1ccccn1)C1CCCN(S(=O)(=O)c2ccc(Br)cc2)C1` (stereo unspecified) gave SSB-PriA inh -1, VHR inh abs 21, Y pestis TopoI 0, BH1578 lux ind 2.6, Anthrax LF inh2 1, CCHFV vOTU inh 6, SARS 3CLpro inh -2, PfHsp40 rescue 0.7 and BoNT A protease 0.4.
Cc1cccc(C(=O)N[C@H](C(=O)Nc2ccc(C)c(S(=O)(=O)N3CCOCC3)c2)C(C)C)c1 was read as SSB-PriA inh 5, TcdB inh 2.8, Y pestis TopoI 8, BH1578 lux ind -8.3, Anthrax LF inh2 -2, CCHFV vOTU inh 8, PfHsp40 rescue 0.2 and BoNT A protease -0.5.
COc1ccc(CCNC(=O)C2CC(=O)N(CCc3ccc(C)cc3)C2)cc1OC (stereo unspecified) was read as SSB-PriA inh 2, VHR inh abs 0, TcdB inh 1.3, Y pestis TopoI 8, BH1578 lux ind -0.8, Anthrax LF inh2 -4, CCHFV vOTU inh -10, SARS 3CLpro inh 1, PfHsp40 rescue -1.2 and BoNT A protease 0.6.
`COc1ccccc1NC(=O)c1ccc[n+]([O-])c1` gave SSB-PriA inh 7, VHR inh abs 15, TcdB inh 1.3, Y pestis TopoI 9, BH1578 lux ind inactive, Anthrax LF inh2 15, CCHFV vOTU inh 28, SARS 3CLpro inh -1, PfHsp40 rescue 0.4 and BoNT A protease -1.7.
Screening Cc1[nH]c2ccccc2c1CC#N returned SSB-PriA inh -8, VHR inh abs -8, TcdB inh 0.6, Y pestis TopoI 0, BH1578 lux ind -0.2, CCHFV vOTU inh -6, SARS 3CLpro inh 6 and PfHsp40 rescue 0.0.
`NC(=O)Cn1cnc2nc3n(c2c1=O)CCC3` gave SSB-PriA inh 0, VHR inh abs -3, TcdB inh -0.3, Y pestis TopoI 4, BH1578 lux ind -0.5, Anthrax LF inh2 1, CCHFV vOTU inh -15, SARS 3CLpro inh 1, PfHsp40 rescue -0.9 and BoNT A protease -0.1.
For CC1CCN(C(=O)C2CCN(S(=O)(=O)c3cccs3)CC2)CC1 the results were SSB-PriA inh 4, VHR inh abs 10, TcdB inh -0.9, Y pestis TopoI 8, BH1578 lux ind -0.3, Anthrax LF inh2 0, CCHFV vOTU inh 3, SARS 3CLpro inh 4, PfHsp40 rescue -0.4 and BoNT A protease -2.7.
`COc1ccc(C(=O)/C=C/C(=O)N(CC(=O)NCCC(C)C)Cc2cccs2)c(O)c1` gave SSB-PriA inh -4, VHR inh abs 12, TcdB inh 1.6, Y pestis TopoI -5, BH1578 lux ind -0.3, Anthrax LF inh2 -2, CCHFV vOTU inh 12, SARS 3CLpro inh -1, PfHsp40 rescue 8.9 and BoNT A protease -0.6.
`COc1ccc(C(=O)NC[C@H]2O[C@@H](n3cnc4c(N)ncnc43)[C@H](O)[C@@H]2O)cc1OC` gave TcdB inh 0.0, Anthrax LF inh2 5, CCHFV vOTU inh 2 and BoNT A protease 0.1.

Assay outcomes as filed in PubChem BioAssay.
